Screening results deposited in PubChem by National Center for Advancing Translational Sciences (NCATS).
BAZ2B inh: qHTS Assay for Inhibitors of BAZ2B; 360,000 tested, 4.4% active; AlphaScreen BAZ2B-H3K14Ac peptide displacement; AID 504333, 2011; Potency, µM (doses to about 114 µM), for inactives: at the top dose activity change, negative = inhibition, most hits filed as inhibitors; Bromodomain adjacent to zinc finger domain protein 2B (Homo sapiens), Q9UIF8; also: potency is read from the fitted curve at half-maximal effect; % is scaled to controls: 0 for no effect and ±100 for the full control effect; nearly all actives have a fitted effect of over 60% in size
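Compounds, titrated to a top concentration of 110 uM, were incubated 30 min at room temperature with preformed BAZ2B/acetyl-K14 H3 peptide complex (50 nM each). Proximity signal was measured by AlphaScreen after 20 min with beads.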
GLS inh: qHTS for Inhibitors of Glutaminase (GLS). 410,000 tested, 0.21% active. Potency, µM (highest dose often 45.5 µM), without a hit: at the highest dose activity change, negative = inhibition, most hits filed as inhibitors. GLS enzymatic activity, qHTS titration. AID 624170, 2012; also: potency is read from the fitted curve at half-maximal effect; % is scaled to controls: 0 for no effect and ±100 for the full control effect
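hKGA; 45 mM KH2PO4 pH 8.2 + 0.02% Tween-20; cpd via pin tool; 1 mM Gln soln; GluOx/HRP/Amplex Red; RT 30 min; fluor. t0 & final.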
G9a inh: qHTS Assay for Inhibitors of Histone Lysine Methyltransferase G9a; Potency, µM (doses to about 102 µM), without a hit: at the highest dose activity, negative = inhibition, actives largely listed as inhibitors; AID 504332, 2011; 350,000 tested, 8.8% active; G9a H3K9 monomethylation, AlphaScreen, 2 h; Histone-lysine N-methyltransferase EHMT2 (Homo sapiens), Q96KQ7; also: potency is read from the fitted curve at half-maximal effect; % is scaled to controls: 0 for no effect and ±100 for the full control effect; nearly all actives have a fitted effect of over 75% in size
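AlphaScreen detection with an anti-monomethyl H3K9 antibody quantified product after a 2 h room-temperature reaction containing 500 nM biotinylated H3K9 peptide, 20 µM SAM and 20 nM enzyme, which had been preincubated 15 min with compound.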
ERG-DNA inh: qHTS for Small Molecule Inhibitors of the ERG Ets/DNA interaction. fluorescence polarization, His-ERG Ets domain / labelled DNA. 370,000 tested, 0.028% active. Potency, µM (titrated, usually from 76.9 µM), inactives show top-dose FP activity, negative = inhibition, usual class: inhibitors. Transcriptional regulator ERG (Homo sapiens), P11308. AID 624246, 2012; active = well fitted inhibition curve with a large enough effect in the polarisation, with a control signal flat; inconclusive = small, poorly fitted or top-dose-only effect, or effect the other way, or a change in a side signal; inactive = no such curve, though single readings can be large or run the other way; the % refers to the polarisation;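 also: polarization taken with two DNA probes labelled with fluorescein and Texas red; potency is read from the fitted curve at half-maximal effect; % of control where 0% means no effect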
Target sequence (P11308 whole entry, looked up, the tested form may be a part): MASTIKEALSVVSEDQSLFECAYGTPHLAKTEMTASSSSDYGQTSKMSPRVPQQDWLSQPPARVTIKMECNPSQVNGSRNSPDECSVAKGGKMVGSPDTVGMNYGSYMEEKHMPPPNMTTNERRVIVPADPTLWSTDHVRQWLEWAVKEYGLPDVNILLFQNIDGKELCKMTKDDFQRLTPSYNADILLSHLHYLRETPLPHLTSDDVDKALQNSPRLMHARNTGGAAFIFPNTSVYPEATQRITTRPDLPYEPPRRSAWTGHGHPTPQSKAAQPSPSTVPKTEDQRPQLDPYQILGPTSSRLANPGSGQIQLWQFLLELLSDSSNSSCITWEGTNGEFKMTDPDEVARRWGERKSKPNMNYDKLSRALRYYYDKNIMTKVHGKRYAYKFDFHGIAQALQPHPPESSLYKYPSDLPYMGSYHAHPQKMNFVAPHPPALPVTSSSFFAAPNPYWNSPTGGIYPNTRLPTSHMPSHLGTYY
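His-tagged ERG Ets domain (1 uM in the protein solution; 300mM KCl, 50mM Tris-HCl, 1mM EDTA, 1mM DTT, pH 7.5) received compound, then a probe mix of 5 nM fluorescein-DNA and 100nM Texas-615-DNA. Fluorescence polarization was read for both dyes.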
HP1b binding inh: HTS for Inhibitors of HP1-beta Chromodomain Interactions with Methylated Histone Tails; AID 540317, 2011; Chromobox protein homolog 1 (Homo sapiens), P83916; 390,000 tested, 0.56% active; Potency, µM (series often up to 114 µM), for inactives: at the highest dose activity change, negative = inhibition, usual class: inhibitors; AlphaScreen HP1-beta / biotin-H3K9me3 peptide binding; also: potency is read from the fitted curve at half-maximal effect; nearly all actives have a fitted effect of over 70% in size; inactives centre near 23
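HP1-beta protein (50 nM final) preincubated 30 min at room temperature with biotinylated H3(1-18)K9me3 peptide (50 nM) in PBS pH 7.4, 0.01% Tween-20, then compound added for 30 min. AlphaScreen streptavidin donor/nickel chelate acceptor beads (10 ug/mL final), 30 min dark, luminescence read.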
PI4K2A inh: qHTS for small molecular inhibitors of PI4K2A. Phosphatidylinositol 4-kinase type 2-alpha (Homo sapiens), Q9BTU6. purified PI4K2A, ADP-Glo luminescence, 1 h; stronger effect = lower value. activity change, negative = inhibition, % at 76.9 µM. 420,000 tested, 0.13% active. AID 1346378, 2018; in the data active = activity change below about -50%; inconclusive = mostly about -30% to -49%;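 also: -100% = wells without enzyme as full effect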
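In this quantitative HTS, ADP production by PI4K2A was quantified luminescently after 1 h at ambient temperature; 100 microM adenosine served as plate-quality control.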
JMJD2A Tudor inh: qHTS Assay for Inhibitors of JMJD2A-Tudor Domain | Lysine-specific demethylase 4A (Homo sapiens), O75164 | AlphaScreen JMJD2A-Tudor / H3K4me3 peptide binding | Potency, µM (doses to about 114 µM), without a hit: top-dose activity change, negative = inhibition, actives largely listed as inhibitors | 390,000 tested, 4.4% active | AID 504339, 2011; also: potency is read from the fitted curve at half-maximal effect; % is scaled to controls: 0 for no effect and ±100 for the full control effect; nearly all actives have a fitted effect of over 50% in size
12-LOX inh: Primary qHTS assay for inhibitors of human arachidonate 12S-lipoxygenase (ALOX12): Round 2 | AID 1671190, 2021 | purified 12hLO, xylenol orange hydroperoxide absorbance | Polyunsaturated fatty acid lipoxygenase ALOX12 (Homo sapiens), P18054 | Potency, µM (top dose mostly 108 µM), for inactives: top-dose activity change, negative = inhibition, usual class: inhibitors | 580,000 tested, 1.1% active; also: potency is read from the fitted curve at half-maximal effect; % is scaled to controls: 0 for no effect and ±100 for the full control effect
Target sequence (P18054 whole entry, looked up): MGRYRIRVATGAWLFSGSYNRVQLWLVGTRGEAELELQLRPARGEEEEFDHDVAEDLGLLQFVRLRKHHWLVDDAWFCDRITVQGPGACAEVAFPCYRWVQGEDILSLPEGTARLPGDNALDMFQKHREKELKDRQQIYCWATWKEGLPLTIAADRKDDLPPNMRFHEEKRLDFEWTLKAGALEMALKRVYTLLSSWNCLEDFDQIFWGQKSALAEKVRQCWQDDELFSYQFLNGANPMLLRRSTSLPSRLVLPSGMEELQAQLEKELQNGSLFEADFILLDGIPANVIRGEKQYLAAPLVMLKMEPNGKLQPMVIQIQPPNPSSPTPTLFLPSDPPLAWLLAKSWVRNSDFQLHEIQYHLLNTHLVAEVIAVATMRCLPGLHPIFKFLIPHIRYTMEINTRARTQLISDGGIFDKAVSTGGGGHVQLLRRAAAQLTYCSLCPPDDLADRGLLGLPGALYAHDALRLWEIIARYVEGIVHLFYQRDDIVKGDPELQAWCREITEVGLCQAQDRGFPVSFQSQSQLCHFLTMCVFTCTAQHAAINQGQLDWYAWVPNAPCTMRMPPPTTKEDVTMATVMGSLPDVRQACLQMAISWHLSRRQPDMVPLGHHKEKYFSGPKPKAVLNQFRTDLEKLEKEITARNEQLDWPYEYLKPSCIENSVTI
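Purified human 12hLO (150 nM final) in 25 mM Hepes, 0.01% Triton X-100, pH 7.0 was preincubated 15 min at room temperature with compound. Then 40 uM arachidonic acid was added, 30 min. Hydroperoxide was read by Fe-XO absorbance ratio 573/405 nm.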
RGS4 inh: Inhibitors of Regulator of G Protein Signaling (RGS) 4: qHTS; Transcreener GDP fluorescence polarization, RGS4-accelerated GTP hydrolysis; Potency, µM (top dose mostly 114 µM), inactives show top-dose activity change, negative = inhibition, hits mostly inhibitors; 390,000 tested, 0.039% active; AID 504845, 2011; also: potency is read from the fitted curve at half-maximal effect; % is scaled to controls: 0 for no effect and ±100 for the full control effect; nearly all actives have a fitted effect of over 75% in size; some results filed as inactive show a strong effect at the top dose
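MLSMR compounds (23 nl, pin-transferred) preincubated 10 min at room temperature with a 500nM (2x) first reagent, then RGS4 at 900nM (2x) plus Transcreener GDP mix added; fluorescence polarization (620/688 nm) read before and after 90 min at 30 °C.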
An asterisk follows results filed as active; ? = inconclusive; . = no result given; & = joins results of further samples; ! = a repeat was not active; [ ] = remark or other dose. Unless noted, calls follow the shape of the dose curve; as a rule, active = well fitted curve in the direction sought with a large enough effect; inconclusive = small, poorly fitted or top-dose-only effect, or another doubt; inactive = no such curve, though single readings can be large; an effect the other way counts as inactive or inconclusive. Some of the compounds tested; the hit share may differ from the screen's.

| compound | G9a inh | 12-LOX inh | ERG-DNA inh | HP1b binding inh | GLS inh | RGS4 inh | JMJD2A Tudor inh | PI4K2A inh | BAZ2B inh |
| --- | --- | --- | --- | --- | --- | --- | --- | --- | --- |
| O=C(NCc1ccco1)C1CCCCN1S(=O)(=O)c1ccc(F)cc1 (stereo unspecified) | -8.4%[2.33 µM] | -17.0% | 9.1% | 27.7% | 5.7% | 1.5% | -6.9% | -4.8 | 0.9% |
| COc1ccc2[nH]c3c(c2c1)CCN1C(=O)C(CC(=O)NCCc2ccccn2)C[C@H](C(=O)N2CCOCC2)[C@@]31CCC1CCCC1 (stereo partly specified) | . | 13.4% | 0.0% | 19.5% | 12.9% | ? | ? | -0.4 | . |
| CCn1ncc(Br)c1C(=O)Nc1sc2c(c1C(N)=O)CCC2 | -41.5%[2.33 µM] | -24.7% | . | 16.9% | 12.1% | ? | -10.5% | -4.0 | 13.4% |
| O=C(Cc1ccccc1)Nc1cc(Cl)ccc1Sc1ccccc1 | 107.9%[activator][59 µM] | -20.1% | 4.6% | 174.7%[activator] | -1.2% | -1.2% | 136.4%[activator] | 4.5 | 139.1%[activator] |
| NS(=O)(=O)c1ccc(CCNC(=O)CN2CCN(c3ccc(F)cc3)CC2)cc1 | 1.4%[59 µM] | -10.7% | -18.1% | 35.3% | 12.5% | -30.8% | -7.4% | 6.8 | 1.6% |
| Cc1ccc(NC(=O)Cn2ccn(-c3ccc(F)c(F)c3)c(=O)c2=O)cc1C | -2.3%[59 µM] | ? | -0.4% | -1.3% | -11.8% | -8.9% | -20.7% | -2.0 | -3.7% |
| COc1ccccc1-n1c(-c2cn(C)nc2C)n[nH]c1=S | 7.08µM* | -26.6% | . | 15.2% | -5.2% | -27.4% | 22.4µM* | -1.7 | -0.6% |
| COCC(=O)N1CCC(Oc2ccc(C(=O)N3C[C@H]4CC[C@H]3C4)cc2)CC1 | -10.6% | 15.7% | -0.2% | 36.5% | -6.9% | -4.5% | -1.4% | 0.8 | -7.2% |
| CCN(C(=O)COC(=O)CCC(=O)c1ccc(Cl)cc1)c1c(N)n(Cc2ccccc2)c(=O)[nH]c1=O | . | 154.4%[activator] | -12.0% | 35.1% | 2.4% | -30.5% | -16.6% | 0.4 | . |
| CC(NS(=O)(=O)/C=C/c1ccccc1)C(=O)O (stereo unspecified) | ? | 1.4% | 6.0% | 6.1% | -3.9% | 6.8% | -13.8% | 40.2 | . |
| C#CCOCCOCCOCCNc1nc(N2CCN(C(=O)[C@H]([C@@H](C)O)n3cc(CCCCN)nn3)CC2)nc(N2CCN(C(=O)[C@H](C)n3cc(CCC(=O)O)nn3)CC2)n1 | . | ? | 3.1% | 68.1%[activator] | -2.3% | -10.2% | -33.1% | -8.8 | . |
| CC(C)CC(NC(=O)c1ccc(C#CC(C)(C)O)s1)C(=O)O (stereo unspecified) | -10.5% | 2.2% | -1.2% | 8.4% | 6.2% | 22.4% | -1.4% | -3.0 | -18.0% |
| Cc1cc(SCC(=O)c2ccccc2)n2nc(C)nc2n1 | -45.4%[59 µM] | ? | 6.4% | 11.6% | 9.7% | 1.8% | -10.0% | -10.8 | 8.4% |
| COc1ccc(C2=CC(=O)CC(c3ccccc3)C2)cc1 (stereo unspecified) | 59.7%[activator] | 25.4% | -14.8% | 63.5%[activator] | -12.2% | -21.2% | 20.0% | 0.2 | 4.2% |
| CC1CCN(S(=O)(=O)c2cccc(C(=O)NCc3ccco3)c2)CC1 | 4.0%[59 µM] | 0.0% | -2.2% | 13.6% | -5.1% | -47.3% | ? | -1.1 | -0.4% |
| O=S(=O)(NCC1CCCO1)c1ccc(Br)s1 (stereo unspecified) | -4.9%[59 µM] | ? | -3.6% | 14.3% | 5.2% | 1.0% | -9.4% | -0.4 | 6.0% |
| Cc1nc2cc(NC(=O)c3ccc([N+](=O)[O-])s3)ccc2s1 | ? | 0.0% | -1.4% | 15.1% | -1.8% | -19.3% | ? | -2.3 | -28.2% |
| CCNc1ccc(S(=O)(=O)N(C)C)cc1NCC(=O)Nc1c(F)cccc1F | 20.8%[59 µM] | 27.7% | . | 19.1% | 33.5%[activator] | -11.0% | -16.4% | -6.1 | 0.1% |
| CCCOc1ccc(Br)cc1CSC(=N)N | 6.0%[59 µM] | ? | 0.0% | 21.8% | 11.9% | -1.0%[11.4 µM] | -30.6% | -7.0 | 6.8% |
| O=C(NNS(=O)(=O)c1ccc([N+](=O)[O-])cc1)c1ccncc1 | 39.8µM* | ? | -3.8% | -25.2% | 4.3% | -9.0% | -2.8% | 5.6 | -21.1% |
| Cc1ccc(N2C(=O)N(Cc3ccccc3C)c3ccccc3S2(=O)=O)cc1 | -6.8%[59 µM] | 1.6% | 11.3% | 17.2% | 3.3% | -0.4% | -12.3% | -5.3 | -4.5% |
| Cc1ccc(OCC(O)Cn2nc(C)cc2C)cc1 (stereo unspecified) | 19.7% | 16.8% | -11.0% | 79.3%[activator] | -5.3% | 12.5%[11.4 µM] | -1.5%[11.4 µM] | 6.7 | -17.1% |
| O=C(CN1CCN(c2ccc(F)cc2)CC1)Nc1ccc(S(=O)(=O)N2CCOCC2)cc1 | 8.1% | 0.0% | -6.4% | 21.3% | 17.0% | -7.1% | -16.4% | 0.9 | -24.0% |
| COC(=O)CS(=O)(=O)c1ccsc1C(=O)Nc1ccc(F)c(F)c1 | -2.4% | -0.8% | 16.6% | 34.5% | 7.7% | -12.7% | -9.1% | 0.7 | -8.3% |
| OCc1cc(C(O)CNCCCCCCOCCCCc2ccccc2)ccc1O (stereo unspecified) | 35.5µM*! | -12.9% | -1.2% | 8.4% | 36.5%&59.1%[activator] | ? | -24.5% | -3.4&-0.4&-1.1 | -1.6%&-7.1% |
| CC(=O)Nc1cc(C(=O)N2CCCC2)ccc1S(=O)(=O)c1ccc(C)cc1 | 35.9%[0.501 µM] | 222.9%[activator] | -1.9% | 22.9% | 4.4% | 4.2% | -10.4% | -8.8 | -26.9% |
| Cc1ccc(C(=O)C(C)OC(=O)CCN2C(=O)C3C4C=CC(C5CC45)C3C2=O)cc1 (stereo unspecified) | 26.6% | 1.1% | -7.0% | 22.7% | 2.1% | -0.8% | -7.1% | -0.1 | -1.0% |
| COc1ccc(-n2nc3c(N4CCCC(C(=O)NCc5ccc(C)cc5)C4)nnc(C)c3c2C)cc1 (stereo unspecified) | ? | ? | 9.6% | 14.1% | 4.2% | ? | 56.2µM* | 2.5 | 50.1µM* |
| CCOC(=O)C1=C(c2ccccc2)NC(N)=NC1c1ccc(OCc2ccc(Cl)cc2)c(OC)c1 (stereo unspecified) | -44.4%[59 µM] | ? | 0.2% | -17.0%[57 µM] | 10.8% | -10.7% | ? | -1.8 | ? |
| CCn1c(C)cc(=S)c2ccccc21 | 3.16µM* | -10.5% | 15.4% | 20.4% | 9.9% | 8.1%[11.4 µM] | -26.0%[57.1 µM] | -20.8 | -30.9% |
| O=C(NCCCN1CCOCC1)c1sc2ccccc2c1Cl | -3.5% | -2.6% | 5.0% | 32.3% | 2.2% | 0.7% | -5.5% | -3.7 | -13.3% |
| CCOc1ccc(Br)cc1C1C(C(=O)OC)=C(C)NC2=C1C(=O)c1ccccc12 (stereo unspecified) | ? | -27.6% | 4.8% | ? | 12.0% | 1.1% | 25.1µM* | 0.2 | 22.4µM* |
| COc1cc(C2C(C#N)=C(N)Oc3n[nH]c(-c4ccccn4)c32)cc(OC)c1OC (stereo unspecified) | -7.0%[59 µM] | -3.0% | -8.1% | 38.9% | -2.0% | -16.0% | -10.0% | 20.6 | -3.9% |
| Cc1ccccc1NC(=O)C1C2CCCCC21 (stereo unspecified) | 8.4% | 0.0% | -0.4% | 19.7% | -4.2% | 10.5% | -10.6% | 0.8 | 3.6% |
| Cn1c(N)c(S(=O)(=O)N2CCN(c3ccccc3Cl)CC2)c(=O)n(C)c1=O | -13.3% | . | 1.4% | 26.0% | -2.3% | 13.7% | -4.8% | -2.3 | 2.4% |
| CC(C)C(C)NC(=O)COc1ccc([N+](=O)[O-])cc1Cl (stereo unspecified) | 6.4% | -11.0% | -9.2% | 20.1% | -1.1% | -3.0% | -18.7% | 2.9 | -5.9% |
| CCOP(=O)(OCC)c1nc(-c2ccccc2Cl)oc1N1CCOCC1 | 5.7% | 1.3% | -8.0% | 21.5% | 18.3% | -11.9% | -12.4% | 0.8 | -18.1% |

Part of the list above, limited to GLS inh and HP1b binding inh:
| molecule | GLS inh | HP1b binding inh |
| --- | --- | --- |
| Cc1cc(SCC(=O)c2ccccc2)n2nc(C)nc2n1 | 9.7% | 11.6% |
| CC1CCN(S(=O)(=O)c2cccc(C(=O)NCc3ccco3)c2)CC1 | -5.1% | 13.6% |
